Screening data deposited in PubChem by several laboratories.
Y pestis TopoI – Yersinia pestis topoisomerase I inhibitors, primary screen, biochemical, cleavage product accumulation, plate reader, single point. DNA topoisomerase I (Yersinia pestis CO92). Y. pestis Topo-I cleavage product accumulation. activity, % at 10 µM. 360,000 tested, 0.064% active; in the data active = activity above about 50%, passing the limit was not always enough; inconclusive = no clear call, values can overlap the other calls; also: inactives centre near 2
VHR inh abs – VHR1 phosphatase inhibitors, primary screen, biochemical, absorbance, uHTS; Dual specificity protein phosphatase 3 (Homo sapiens), P51452; recombinant VHR phosphatase, pNPP absorbance; inhibition, % at 13.3 µM; 290,000 tested, 0.52% active; in the data active = inhibition above about 50%; also: some compounds called inactive have numbers as strong as hits
Anthrax LF prot – Bacillus anthracis LF protease inhibitors, primary screen, biochemical, multiplex microsphere, MLPCN library; AID 588501, 2011; inhibition, % at 10 µM; 360,000 tested, 0.12% active; Lethal factor (Bacillus anthracis), P15917; multiplex microsphere protease cleavage assay; also: plate controls were buffer without enzyme for full effect and enzyme alone for no effect
TcdB GH inh – TcdB glycohydrolase inhibitors, primary screen, biochemical, single point, plate reader; Toxin B (Clostridioides difficile), P18177; TcdB glycohydrolase enzymatic assay; inhibition, % at 9.99 µM; 350,000 tested, 0.24% active; AID 652162, 2013; in the data active = inhibition above about 10%
3CLpro inhibitor – SARS-CoV 3CLpro protease inhibitors, primary screen, biochemical, quenched FRET | Replicase polyprotein 1ab (Severe acute respiratory syndrome coronavirus), P0C6X7 | recombinant SARS-CoV 3CLpro, quenched FRET peptide cleavage | inhibition, % at 6 µM | 290,000 tested, 0.14% active | AID 1706, 2009; in the data active = inhibition above about 12%
BoNT-A LC inh2 – BoNT/A light chain protease inhibitors, primary screen, biochemical, flow cytometry, MLPCN library; Botulinum neurotoxin type A light chain protease (Clostridium botulinum A str. ATCC 3502); multiplex microsphere protease substrate cleavage; inhibition, % at 10 µM; 360,000 tested, 0.17% active; AID 588499, 2011; also: plate controls were buffer without enzyme for full effect and enzyme alone for no effect
BH1578 lux ind – inducers of Vibrio cholerae quorum light production without autoinducers, primary screen, BH1578 luxS cqsA deficient, single point. V. cholerae BH1578 lux reporter, luminescence, 6 h. activation, % at 18.7 µM. 350,000 tested, 0.16% active. AID 588436, 2011; in the data active = activation mostly above about 9.7%, no sharp cut-off; inconclusive = no clear call, values can overlap the other calls; inactive = mostly below about 3.7%; also: not every result past the cut was called active; inactives centre near 0; reference of the scale not given here
SSB-PriA inh – inhibitors of Klebsiella pneumoniae PriA binding to SSB C-terminal tail, primary screen, biochemical, AlphaScreen | PriA–SSB C-terminal tail interaction (Klebsiella pneumoniae) | AlphaScreen SSBct-PriA binding, biotinylated peptide | inhibition, % at 33 µM | 430,000 tested, 0.6% active; in the data active = inhibition mostly above about 37%, no sharp cut-off; inactive = mostly below about 20%;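 also: plate controls were negative control peptide for no effect and reference peptide for full effect; strong numbers were not always called active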
CCHFV vOTU inh – CCHFV vOTU protease inhibitors, primary screen, biochemical, Pep-AMC substrate, fluorescence; inhibition, % at 11.5 µM; 370,000 tested, 0.55% active; Crimean-Congo hemorrhagic fever virus L polyprotein viral ovarian tumor (vOTU) protease …; AID 651958, 2012; in the data active = inhibition above about 30%; also: 0% = vehicle wells with enzyme and 100% = no enzyme wells
PfHsp40 rescue – rescue of yeast from PfHsp40 toxicity, primary screen, S. cerevisiae, ATP luminescence. S. cerevisiae expressing PfHsp40, growth rescue. AID 504582, 2011. growth rescue, % at 12.5 µM. 340,000 tested, 0.68% active; in the data active = growth rescue above about 28%, passing the limit was not always enough; inconclusive = no clear call, values can overlap the other calls;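 also: yeast W303a lacking pdr1 and pdr3 grown in galactose medium; growth measured after three days at 30 °C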
* hit, by the source's call. Rule as the data show it, unless noted: active = inhibition above about 30%; inconclusive = no clear call, values can overlap the other calls; inactive = below that. Only part of the results is shown (hit frequency here may not be typical).

What do the screens show for `Cc1cccc(C)c1NC(=O)C1(N(Cc2ccco2)C(=O)Cn2nnnc2N)CCCCC1`?
Y pestis TopoI: 7; VHR inh abs: 32; Anthrax LF prot: 0; TcdB GH inh: 2.2; 3CLpro inhibitor: -6; BoNT-A LC inh2: -0.8; BH1578 lux ind: -0.4; SSB-PriA inh: -14; CCHFV vOTU inh: -12; PfHsp40 rescue: 1.1

What do the screens show for `CC(C)c1ccc(C(=O)N2CCCCC2c2cc(C(=O)Nc3ccncc3)no2)cc1` (stereo unspecified)?
Y pestis TopoI: 20; Anthrax LF prot: -4; TcdB GH inh: 2.4; BoNT-A LC inh2: -0.3; BH1578 lux ind: -0.9; CCHFV vOTU inh: 12

What do the screens show for `COc1cccc(/C=N/N2CCN(Cc3ccccc3)CC2)c1O`?
Y pestis TopoI: 2; VHR inh abs: 35; Anthrax LF prot: -7; TcdB GH inh: -11; 3CLpro inhibitor: 2; BoNT-A LC inh2: 7.8; BH1578 lux ind: inactive; CCHFV vOTU inh: 14; PfHsp40 rescue: -0.7

How did CNC(=S)N1CCN(C(c2ccccc2)c2ccccc2)CC1 do in these assays?
Y pestis TopoI: -12; VHR inh abs: 21; Anthrax LF prot: -2; TcdB GH inh: -0.1; 3CLpro inhibitor: 3; BoNT-A LC inh2: -0.5; BH1578 lux ind: inactive; SSB-PriA inh: -13; CCHFV vOTU inh: 2; PfHsp40 rescue: 1.4

How did C/C(=N\NC(=O)COc1ccc(C(C)(C)C)cc1)c1ccccc1 do in these assays?
Y pestis TopoI: -5; VHR inh abs: 2; Anthrax LF prot: -4; TcdB GH inh: 0.2; 3CLpro inhibitor: 7; BoNT-A LC inh2: 0.0; BH1578 lux ind: 0.1; CCHFV vOTU inh: -1; PfHsp40 rescue: 3.8

Results for CCC(NC(=O)C1CCCC1)c1ccccc1 (stereo unspecified) ?
Y pestis TopoI: -1; Anthrax LF prot: 10; TcdB GH inh: -0.8; BoNT-A LC inh2: 1.7; BH1578 lux ind: inactive; SSB-PriA inh: -1; CCHFV vOTU inh: -7; PfHsp40 rescue: -1.3

What do the screens show for `O=C(NCc1cc2ccccc2[nH]1)c1ccccc1F`?
Y pestis TopoI: -2; VHR inh abs: -2; Anthrax LF prot: 20; TcdB GH inh: 0.2; 3CLpro inhibitor: 10; BoNT-A LC inh2: -0.4; BH1578 lux ind: -0.9; SSB-PriA inh: -3; CCHFV vOTU inh: 6; PfHsp40 rescue: -0.5

Results for O=C(Nc1ccc(Cl)cc1)c1csc([C@@H]2O[C@H](CO)[C@@H](O)[C@H]2O)n1 ?
Y pestis TopoI: -5; Anthrax LF prot: -2; TcdB GH inh: 0.9; BoNT-A LC inh2: 0.1; BH1578 lux ind: -9.5; CCHFV vOTU inh: -9

What do the screens show for `CCCC(=O)Nc1cc(C(=O)N(C)CC(OC)OC)ccc1S(=O)(=O)c1ccc(C)cc1`?
Y pestis TopoI: -4; VHR inh abs: 31; Anthrax LF prot: 14; TcdB GH inh: 2.1; 3CLpro inhibitor: -5; BoNT-A LC inh2: -1.3; BH1578 lux ind: -1.0; SSB-PriA inh: -2; CCHFV vOTU inh: -10; PfHsp40 rescue: -1.4

What do the screens show for `O=C(NCc1ccco1)/C(=C\c1cccnc1)NC(=O)c1ccccc1F`?
Y pestis TopoI: 5; VHR inh abs: 11; Anthrax LF prot: 7; 3CLpro inhibitor: -4; BoNT-A LC inh2: 1.4; BH1578 lux ind: -0.5; SSB-PriA inh: -9; PfHsp40 rescue: -0.3

How did COc1cc(CN(C(=O)c2cc3ccccc3oc2=O)C2CCS(=O)(=O)C2)cc(OC)c1OC (stereo unspecified) do in these assays?
Y pestis TopoI: 2; VHR inh abs: 7; Anthrax LF prot: 0; TcdB GH inh: 1.2; 3CLpro inhibitor: -4; BoNT-A LC inh2: 0.0; BH1578 lux ind: -3.9; SSB-PriA inh: -8; CCHFV vOTU inh: 4; PfHsp40 rescue: 0.4

How did CN1C(=O)/C(=N\OC(=O)c2ccccc2Cl)c2ccccc21 do in these assays?
Y pestis TopoI: -1; VHR inh abs: 5; Anthrax LF prot: 1; TcdB GH inh: -1.1; 3CLpro inhibitor: 1; BoNT-A LC inh2: 0.1; BH1578 lux ind: inactive; CCHFV vOTU inh: 1; PfHsp40 rescue: 0.3

How did Cc1cc2nc(-c3ccccc3)c(CC3CCCCC3)n2c(C)c1Br do in these assays?
Anthrax LF prot: 1; TcdB GH inh: 0.3; BoNT-A LC inh2: 0.1; CCHFV vOTU inh: 7

What do the screens show for `C=C[C@]1(C)C[C@H]1[C@H](NP(=O)(c1ccccc1)c1ccccc1)c1ccccc1`?
Y pestis TopoI: -1; VHR inh abs: 1; Anthrax LF prot: 6; TcdB GH inh: -0.7; 3CLpro inhibitor: -3; BoNT-A LC inh2: 0.2; BH1578 lux ind: inactive; SSB-PriA inh: -12; CCHFV vOTU inh: 15; PfHsp40 rescue: -0.4

What do the screens show for `CC(C)n1nnnc1SCC(=O)c1ccc2c(c1)OCCO2`?
Y pestis TopoI: 3; VHR inh abs: 16; Anthrax LF prot: 1; 3CLpro inhibitor: 0; BoNT-A LC inh2: 0.4; BH1578 lux ind: active; SSB-PriA inh: -10; CCHFV vOTU inh: 9; PfHsp40 rescue: 24

How did CCn1c(=O)c(=O)[nH]c2cc(C(=O)NC3CCCc4ccccc43)ccc21 (stereo unspecified) do in these assays?
Y pestis TopoI: 10; VHR inh abs: 4; Anthrax LF prot: inconclusive; 3CLpro inhibitor: 1; BoNT-A LC inh2: inconclusive; BH1578 lux ind: -0.3; SSB-PriA inh: 0; CCHFV vOTU inh: -1; PfHsp40 rescue: 1.9

Results for Cc1nn(CCCC(=O)Nc2ccc(Br)cc2F)c(C)c1[N+](=O)[O-] ?
Y pestis TopoI: -5; VHR inh abs: 16; Anthrax LF prot: -3; TcdB GH inh: 1.8; 3CLpro inhibitor: 5; BoNT-A LC inh2: 0.9; BH1578 lux ind: inactive; SSB-PriA inh: -11; CCHFV vOTU inh: -7; PfHsp40 rescue: -1.0

Results for CON1C(=O)C(=O)N(OC)C(C)(C)C1C (stereo unspecified) ?
Y pestis TopoI: -4; VHR inh abs: 27; Anthrax LF prot: 1; 3CLpro inhibitor: -5; BoNT-A LC inh2: 1.7; BH1578 lux ind: -1.9; SSB-PriA inh: -8; CCHFV vOTU inh: -1; PfHsp40 rescue: 0.2

What do the screens show for `COc1ccc(S(=O)(=O)N2CCCCCC2)cc1C(=O)N1CCCCC1`?
Y pestis TopoI: -5; VHR inh abs: 1; Anthrax LF prot: 3; TcdB GH inh: -0.9; 3CLpro inhibitor: -4; BoNT-A LC inh2: 1.6; SSB-PriA inh: -17; CCHFV vOTU inh: -2; PfHsp40 rescue: -0.5

What do the screens show for `O=C(CN1CCOCC1)Nc1ccccc1C(=O)Nc1ccccc1`?
Y pestis TopoI: 1; VHR inh abs: 17; Anthrax LF prot: 3; TcdB GH inh: 1.7; 3CLpro inhibitor: 1; BoNT-A LC inh2: -2.9; BH1578 lux ind: -0.7; SSB-PriA inh: -8; CCHFV vOTU inh: 3; PfHsp40 rescue: 0.8

How did COCCCNC(=O)c1cccc2c(-c3ccc(O)c(OC)c3)coc12 do in these assays?
Y pestis TopoI: -5; Anthrax LF prot: 1; TcdB GH inh: -4.1; BoNT-A LC inh2: -0.5; BH1578 lux ind: -0.4; CCHFV vOTU inh: 3

Results for COc1cccc(NC(=O)COC(=O)c2cc(=O)c3ccccc3o2)c1 ?
Y pestis TopoI: -6; Anthrax LF prot: 4; TcdB GH inh: -1.8; BoNT-A LC inh2: 2.6; BH1578 lux ind: -1.7; SSB-PriA inh: 3; CCHFV vOTU inh: 1; PfHsp40 rescue: -1.9

Results for Cc1nn(C)c(Oc2cccc(Cl)c2)c1C(=O)Nc1ccc(F)cc1 ?
Y pestis TopoI: 0; VHR inh abs: 35; Anthrax LF prot: -1; 3CLpro inhibitor: 7; BoNT-A LC inh2: -0.7; BH1578 lux ind: inactive; SSB-PriA inh: -7; CCHFV vOTU inh: 6; PfHsp40 rescue: -0.9

What do the screens show for `O=C(CCCC(=O)OCC(=O)c1ccc(Cl)cc1)NC1CCCCC1`?
Y pestis TopoI: 2; VHR inh abs: 6; Anthrax LF prot: 0; TcdB GH inh: 0.5; 3CLpro inhibitor: -5; BoNT-A LC inh2: 1.3; BH1578 lux ind: inactive; SSB-PriA inh: -15; CCHFV vOTU inh: -5; PfHsp40 rescue: -0.4

Results for CCC(=O)c1cc(F)c(N2CCN(C(=O)Cc3ccccc3)CC2)cc1C ?
Y pestis TopoI: 11; VHR inh abs: -4; Anthrax LF prot: 1; 3CLpro inhibitor: 5; BoNT-A LC inh2: 0.1; BH1578 lux ind: -0.9; SSB-PriA inh: -2; CCHFV vOTU inh: 14; PfHsp40 rescue: -0.4

Results for COc1ccc(/C=C2/Sc3ccc(C(=O)NCCN4CCCCCC4)cc3NC2=O)cc1 ?
Y pestis TopoI: -13; VHR inh abs: 23; Anthrax LF prot: -2; TcdB GH inh: -0.8; 3CLpro inhibitor: -3; BoNT-A LC inh2: -0.8; BH1578 lux ind: -0.2; SSB-PriA inh: 29; CCHFV vOTU inh: 19; PfHsp40 rescue: 3.1

How did CCN(C#N)c1nc(N(C)C)nc(N(C)C)n1 do in these assays?
Y pestis TopoI: 1; VHR inh abs: 4; Anthrax LF prot: -2; 3CLpro inhibitor: 1; BoNT-A LC inh2: 0.6; BH1578 lux ind: 0.4; SSB-PriA inh: -4; CCHFV vOTU inh: -2; PfHsp40 rescue: 0.6

What do the screens show for `CC(=O)NS(=O)(=O)c1ccc(NC(=O)COc2ccc(C(=O)c3ccccc3)cc2)cc1`?
Y pestis TopoI: 6; VHR inh abs: 2; Anthrax LF prot: -2; TcdB GH inh: -2.3; 3CLpro inhibitor: 5; BoNT-A LC inh2: -0.6; BH1578 lux ind: -0.3; SSB-PriA inh: 0; CCHFV vOTU inh: 0; PfHsp40 rescue: -1.2

Fetched by structure from the entries so far:
What do the screens show for `O=C(CCCC(=O)OCC(=O)c1ccc(Cl)cc1)NC1CCCCC1`?
Y pestis TopoI: 2; VHR inh abs: 6; Anthrax LF prot: 0; TcdB GH inh: 0.5; 3CLpro inhibitor: -5; BoNT-A LC inh2: 1.3; BH1578 lux ind: inactive; SSB-PriA inh: -15; CCHFV vOTU inh: -5; PfHsp40 rescue: -0.4

How did CCN(C#N)c1nc(N(C)C)nc(N(C)C)n1 do in these assays?
Y pestis TopoI: 1; VHR inh abs: 4; Anthrax LF prot: -2; 3CLpro inhibitor: 1; BoNT-A LC inh2: 0.6; BH1578 lux ind: 0.4; SSB-PriA inh: -4; CCHFV vOTU inh: -2; PfHsp40 rescue: 0.6
